Vif-A3G inh: inhibitors of Vif-APOBEC3G interaction | HeLa A3G-eYFP + Vif (tagged APOBEC3G with the HIV-1 protein that degrades it), YFP fluorescence, overnight | Potency, µM (top dose mostly 46.1 µM), for inactives: at the top dose activity, negative = active, usual class: inhibitors | 0.076% of 410,000 active;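 further: potency means the concentration at half of the fitted maximal effect; on the % scale 0 is the no-effect control and ±100 the full control effect; nearly all actives have a fitted effect of over 60% in size; hits raise eYFP signal because A3G escapes Vif-driven loss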
Target sequence (Q9HC16 whole entry, looked up): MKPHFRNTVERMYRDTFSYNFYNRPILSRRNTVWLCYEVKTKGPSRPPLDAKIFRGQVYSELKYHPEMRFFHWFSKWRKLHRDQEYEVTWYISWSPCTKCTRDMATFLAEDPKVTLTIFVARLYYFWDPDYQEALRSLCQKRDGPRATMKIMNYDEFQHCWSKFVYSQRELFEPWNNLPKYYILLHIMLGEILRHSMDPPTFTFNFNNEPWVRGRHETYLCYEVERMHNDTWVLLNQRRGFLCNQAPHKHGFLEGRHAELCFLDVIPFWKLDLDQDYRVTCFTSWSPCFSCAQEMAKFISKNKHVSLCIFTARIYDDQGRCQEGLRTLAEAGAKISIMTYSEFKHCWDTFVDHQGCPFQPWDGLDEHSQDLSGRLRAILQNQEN
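HeLa cells stably expressing Vif and C-terminally eYFP-tagged A3G, seeded overnight at 37 deg C, then exposed to compound by pintool overnight at 37 deg C. Rise in yellow fluorescence (Ex 488/Em 500-530, Acumen) marks blocked Vif-driven A3G degradation.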
GRP78 ERSR act: inducers of ER stress response in human glioma cells | 0.02% of 420,000 active | U87-MG GRP78 promoter luciferase reporter, 16 h | Potency, µM, inactives show top-dose activation, hits mostly activators; further: potency means the concentration at half of the fitted maximal effect; series mostly up to about 76 µM; % of control where 0% means no effect; nearly all actives have a fitted effect of over 35% in size
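Stably transfected U87-MG glioma cells carrying a GRP78-based luciferase sensor; 16 h compound incubation. Luminescence end-point read 10 min after Bright-Glo addition at room temperature.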
IDH1 R132H inh: human IDH1 R132H inhibition | O75874 | 0.093% of 390,000 active | Potency, µM (top dose mostly 76.6 µM), without a hit: at the highest dose activity change, negative = inhibition, actives largely listed as inhibitors | IDH1-R132H enzyme, NADPH consumption, diaphorase/resazurin fluorescence | AID 602179; further: potency means the concentration at half of the fitted maximal effect; on the % scale 0 is the no-effect control and ±100 the full control effect; nearly all actives have a fitted effect of over 65% in size
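IDH1-R132H (0.5 ug/mL) preincubated 30 min with compound, then NADPH (0.016 mM) and alpha-KG (2 mM) added; 80 min at RT, pH 7.5. Remaining NADPH coupled via diaphorase/resazurin to fluorescence (540/590 nm); concentration-response curves normalized to no-enzyme control.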
Vif-A3F inh: inhibitors of Vif-A3F interaction | HeLa A3F-eYFP + Vif (tagged APOBEC3F with the HIV-1 protein that degrades it), YFP fluorescence increase | Potency, µM (titrated, usually from 46.1 µM), for inactives: top-dose activity, negative = active | 0.2% of 390,000 active | AID 602313; further: potency means the concentration at half of the fitted maximal effect; % of control where 0% means no effect; nearly all actives have a fitted effect of over 65% in size
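Fluorescence increase (Ex 488/Em 500-530) after overnight compound treatment at 37 deg C flags inhibition of Vif-driven A3F-eYFP loss in stable HeLa A3F-eYFP/Vif cells seeded overnight beforehand.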
USP1-UAF1 inh: USP1/UAF1 (human) deubiquitinase inhibition. O94782. recombinant USP1/UAF1, Ub-Rhodamine cleavage fluorescence. Potency, µM (highest dose often 57.1 µM), inactives show top-dose activity change, negative = inhibition, most hits filed as inhibitors. 0.23% of 390,000 active; further: potency means the concentration at half of the fitted maximal effect; on the % scale 0 is the no-effect control and ±100 the full control effect; nearly all actives have a fitted effect of over 60% in size; inactives centre near -12
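1 nM enzyme complex + cpd, 15 min RT; start with Ub-Rho 150nM final; kinetic fluorescence ex 480/em 540, 6 reads q60 s. Buffer 50mM HEPES pH 7.8, 0.5mM EDTA, 0.1 mg/ml BSA, 1mM TCEP, 0.01% Tween-20.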
TrxR1 substrate: substrates of rat thioredoxin reductase 1; purified TrxR1 substrate turnover, NADPH consumption readout; Potency, µM (series often up to 114 µM), without a hit: at the top dose activity change, negative = substrate turnover; 0.01% of 390,000 active; further: potency means the concentration at half of the fitted maximal effect; on the % scale 0 is the no-effect control and ±100 the full control effect; nearly all actives have a fitted effect of over 50% in size
Target sequence (O89049 whole entry, looked up): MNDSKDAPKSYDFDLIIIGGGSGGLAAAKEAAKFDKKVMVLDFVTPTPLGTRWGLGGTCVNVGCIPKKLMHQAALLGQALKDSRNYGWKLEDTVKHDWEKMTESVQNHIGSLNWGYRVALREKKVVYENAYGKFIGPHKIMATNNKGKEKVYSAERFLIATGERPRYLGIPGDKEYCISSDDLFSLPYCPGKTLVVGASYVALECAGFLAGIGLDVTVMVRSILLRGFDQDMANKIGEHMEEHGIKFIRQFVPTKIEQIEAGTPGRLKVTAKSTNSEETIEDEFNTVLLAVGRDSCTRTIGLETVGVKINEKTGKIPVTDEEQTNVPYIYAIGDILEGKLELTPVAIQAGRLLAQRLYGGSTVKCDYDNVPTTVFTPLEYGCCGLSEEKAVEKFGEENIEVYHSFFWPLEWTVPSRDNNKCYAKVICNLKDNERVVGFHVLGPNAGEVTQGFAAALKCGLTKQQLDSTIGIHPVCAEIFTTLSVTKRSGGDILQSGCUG
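Rat TrxR1, dispensed at 90 nM, was prereduced with 400 uM NADPH (final) for 5 min at ~22 deg C, then incubated with compound 15 min before 400 uM selenite. A first-read NADPH fluorescence drop versus no-compound background flagged substrates.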
RGS4 inh: human RGS4 inhibition | P49798 | Transcreener GDP fluorescence polarization, RGS4-accelerated GTP hydrolysis | Potency, µM (series often up to 114 µM), for the others: top-dose activity change, negative = inhibition, actives largely listed as inhibitors | 0.039% of 390,000 active | AID 504845; further: potency means the concentration at half of the fitted maximal effect; on the % scale 0 is the no-effect control and ±100 the full control effect; nearly all actives have a fitted effect of over 75% in size; some results filed as inactive show a strong effect at the top dose
Target sequence (P49798 whole entry, looked up): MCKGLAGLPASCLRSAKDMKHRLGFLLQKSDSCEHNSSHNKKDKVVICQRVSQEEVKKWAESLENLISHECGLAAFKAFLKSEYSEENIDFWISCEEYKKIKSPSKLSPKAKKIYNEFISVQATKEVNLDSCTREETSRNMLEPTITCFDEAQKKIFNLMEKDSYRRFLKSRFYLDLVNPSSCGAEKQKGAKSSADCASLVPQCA
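MLSMR compounds (23 nl, pin-transferred) preincubated 10 min at room temperature with a 500nM (2x) first reagent, then RGS4 at 900nM (2x) plus Transcreener GDP mix added; fluorescence polarization (620/688 nm) read before and after 90 min at 30 °C.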
rTrxR1 inhibitor: rat TrxR1 inhibition; recombinant rTrxR1, NADPH fluorescence consumption, selenite substrate; Potency, µM (top dose mostly 114 µM), for the others: top-dose activity change, negative = inhibition, most hits filed as inhibitors; 1% of 390,000 active; AID 588453; further: potency means the concentration at half of the fitted maximal effect; on the % scale 0 is the no-effect control and ±100 the full control effect; nearly all actives have a fitted effect of over 65% in size
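Rat TrxR1 (90 nM in the dispensed reagent) was pre-reduced with 400 uM NADPH for 5 min at room temperature, then incubated with compound for 15 min. After 400 uM selenite was added, NADPH fluorescence (Ex 340/Em 450 nm) was followed for 8 min.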
LDHA inh: LDHA (human) enzyme inhibition. P00338. purified LDHA, NADH/diaphorase-resazurin fluorescence; active compounds read low. activity change, % (values are at about 110 or 230 µM). 0.15% of 480,000 active; in the data active means activity change below about -30%; inconclusive means mostly about -25% to -30%;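 further: plate controls were DMSO wells for no effect and wells without enzyme for full effect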
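Enzyme activity of human lactate dehydrogenase 5 (2 nM; 0.06 mM NADH, 0.2 mM pyruvate, 5 min, RT) is measured via a resazurin/diaphorase fluorescence readout of residual NADH.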
Active calls of the source: *; ? = inconclusive; . = not tested or not shown; [ ] = another dose, or the depositor's remark. Unless noted, the call rests on the fitted dose curve; in most records, active means well fitted curve in the direction sought with a large enough effect; inconclusive means small, poorly fitted or top-dose-only effect, or another doubt; inactive means no such curve, though single readings can be large; an effect the other way counts as inactive or inconclusive. This is a subset (hit frequency here may not be typical).

Preview (three entries):
SMILES | Vif-A3G inh | GRP78 ERSR act | IDH1 R132H inh | Vif-A3F inh | USP1-UAF1 inh | TrxR1 substrate | RGS4 inh | rTrxR1 inhibitor | LDHA inh
COC(=O)Nc1ccc(S(=O)(=O)N2c3ccccc3CCC2C)cc1 (stereo not given) | ? | -5% | 11% | 3% | -10% | -10% | 20% | 8% | -2
O=C(NNC(=O)c1ccccc1Br)c1ccc(Cl)cc1 | 0% | 2% | 11% | 1% | 0% | 7% | -2% | 24% | -1
CCOC(=O)CSC1=C(C#N)C(c2ccc3c(c2)OCO3)CC(=O)N1 (stereo not given) | ? | -8% | 6% | -6% | 1% | -7% | -19%[11.4 µM] | -8% | -1

Results, from the start:
SMILES | Vif-A3G inh | GRP78 ERSR act | IDH1 R132H inh | Vif-A3F inh | USP1-UAF1 inh | TrxR1 substrate | RGS4 inh | rTrxR1 inhibitor | LDHA inh
COC(=O)Nc1ccc(S(=O)(=O)N2c3ccccc3CCC2C)cc1 (stereo not given) | ? | -5% | 11% | 3% | -10% | -10% | 20% | 8% | -2
O=C(NNC(=O)c1ccccc1Br)c1ccc(Cl)cc1 | 0% | 2% | 11% | 1% | 0% | 7% | -2% | 24% | -1
CCOC(=O)CSC1=C(C#N)C(c2ccc3c(c2)OCO3)CC(=O)N1 (stereo not given) | ? | -8% | 6% | -6% | 1% | -7% | -19%[11.4 µM] | -8% | -1
O=C(c1ccc(CSCc2ccccc2F)o1)N1CCN(c2ccc(N3CCOCC3)nn2)CC1 | 1% | -2% | 11% | -8% | 7% | 14% | 15% | -5% | -2
Cn1ccnc1SCc1nc2c(cnn2-c2ccccc2)c(=O)[nH]1 | -1% | -5% | 1% | 2% | -17% | 0% | -38% | 5% | 0
COc1ccc2c(CC(=O)N3CCc4cc(OC)c(OC)cc4C3)coc2c1 | 1% | -8% | 1% | 1% | -4% | 8% | 11% | 13% | -2
Cc1cc2oc(=O)cc(C)c2c2occ(-c3ccc(Cl)cc3)c12 | -1% | -3% | -17% | -7% | -11% | -3% | 11% | 10% | -6
CC(C)N(C#N)c1nc(N2CCOCC2)nc(N2CCOCC2)n1 | 1% | -3% | 4% | . | -15% | 5% | -18% | 11% | -3
CCC(CC)c1nnc(NC(=O)Cc2c[nH]c3ccccc23)s1 | -8% | 3% | 8% | 0% | -28% | . | . | . | 1
O=S(=O)(c1ccc(Cl)s1)N1CCNCC1 | -2% | -3% | -17% | 0% | -1% | -9% | -7% | -22% | -15
Cc1sccc1/C=N/NC(=O)c1ccco1 | -2% | -1% | -9% | 2% | -15% | -18% | 8% | -8% | -2
CCC(=O)N=c1sc2c(OC)ccc(OC)c2n1C | -1% | -4% | -10% | 0% | -11% | 5%[57.1 µM] | 3% | 2%[57.1 µM] | -6
O=C(NCc1cccnc1)c1ccc(NS(=O)(=O)c2ccc(F)cc2)cc1 | 1% | -1% | -21% | 3% | -12% | 1% | 14% | 5% | -9
CCCNC(=O)c1ccc(SCC(=O)N(CC)CC)c([N+](=O)[O-])c1 | 0% | -3% | 1% | -16% | -13% | -6%[57.1 µM] | -11% | 6%[57.1 µM] | -1
Cc1ccc(-n2c(CCc3ccccc3)nnc2SCC(=O)NCc2ccccc2)cc1C | 1% | -6% | 0% | 0% | ? | -6% | -15% | 3% | -1
Nc1ccccc1SC(C[N+](=O)[O-])c1ccccc1 (stereo not given) | ? | -8% | 23% | 4% | ? | -8% | ? | 7.9µM* | 1
O=C(Nc1cc(F)ccc1F)c1ccc2c(c1)nnn2C1CCCC1 | 2% | -4% | -1% | -8% | -16% | 0%[57.1 µM] | 25% | 13%[57.1 µM] | -12
O=C(NCc1ccccn1)c1cc(-c2ccccc2Cl)on1 | 1% | -3% | 8% | 0% | -9% | -5% | -16% | 0% | -2
CN(Cc1ccccc1)C(=O)CSc1nnc(-c2cccc(Cl)c2)o1 | . | . | . | . | -21% | 9% | -22% | 38% | 2
Cc1nc2cc(NS(=O)(=O)c3ccccc3F)ccc2s1 | -1% | -4% | -1% | 1% | -20% | -14% | 14%[11.4 µM] | -26% | -12
Cc1c(N=Cc2c(O)n(C3CCCCC3)c(=O)[nH]c2=O)c(=O)n(-c2ccccc2)n1C | 0% | -4% | 9% | -7% | 0% | 10%[57.1 µM] | -4% | -2%[57.1 µM] | -4
COc1ccc(/C=N/NC(=O)c2c([N+](=O)[O-])c(C)nn2C)cc1 | 0% | -4% | 2% | 4% | -8% | -9% | -20% | -14% | -6
Cc1cc2c(cc1C)N(Cc1ccccc1)C1=NCCCN12 | 1% | 0% | -18% | -2% | -2% | 2% | 28%[11.4 µM] | 25% | -1
O=C(Nc1nccs1)c1cc(S(=O)(=O)N2CCCCC2)ccc1Cl | -2% | -4% | 6% | 3% | -17% | 12%[57.1 µM] | 21% | 11%[57.1 µM] | -4
CCn1c(Cc2ccccc2)nnc1SCC(=O)Nc1ccc(N)cc1 | -2% | -4% | 0% | 2% | 11% | 11% | -13% | 23% | 0
CCc1ccc([C@H]2C(C(=O)O)=C[C@@H](CC3CCCC3)N2S(=O)(=O)c2ccc(C)cc2)cc1 | -8% | 1% | -1%[38.3 µM] | 3% | -17% | -5% | 1% | 0% | 3
COc1ccccc1N(C)S(=O)(=O)c1ccc(C(=O)NCC2CCCCC2)cc1 | 8% | -3% | -12% | 0% | -22% | 1% | -3% | 15% | -2
O=C(CSc1nc2ccccc2c(=O)n1NC(=O)c1ccccc1)c1ccccc1 | 0% | 0% | 1% | 2% | -22% | 4% | -18% | 11% | -3
O=C(CCN1CCOCC1)Nc1ccc2c(c1)N(C(=O)CN1CCOCC1)c1ccccc1CC2 | 0% | -3% | -2% | -2% | -12% | 8% | -8% | 15% | 4
Cc1ccc(Cn2c(C)c(CNC3CCCCC3)c(C(=O)O)c2C)cc1 | 4% | -1% | 0% | -3% | -11% | -5% | -8% | -3% | 4
COc1cc(OC)cc(-c2c(-c3ccc(F)cc3)c3cc(-c4ccc5c(c4)OCCO5)ccc3n2C)c1 | -2% | -7% | -14% | -2% | -12% | 29%[57.1 µM] | 4% | 12% | -1
O=C(c1cccs1)c1no[n+]([O-])c1C(=O)c1cccs1 | ? | -13% | 1% | 4% | -16% | 4% | -37% | 0.71µM* | 4
CC1Cc2nc(SCC(=O)OCc3ccccc3)n(C)c(=O)c2S1 (stereo not given) | 2% | -1% | -6% | -4% | -12% | -2%[57.1 µM] | -10% | 22%[57.1 µM] | -3
CC(C)(C)C(=O)Nc1ccccc1C(=O)Nc1ccccn1 | 1% | -1% | 4% | 9% | -5% | -4% | -28% | -16% | -1
CCCc1cc(-n2ccnc2)n2c(nc3ccccc32)c1C#N | ? | -4% | -4% | ? | 162%[activator] | 11% | -10% | 16%[57.1 µM] | 6
COc1ccc(OC)c(C(=O)c2ccc(C(=O)Nc3ccc(NC(C)=O)cc3)cc2)c1 | -3% | -5% | 5% | 2% | -15% | -2% | -32% | 3% | -1
Cc1[nH]n(-c2ccc(F)cc2)c(=O)c1/C=N/c1sc2c(c1C#N)CCCC2 | 1% | -6% | 2% | -12% | -8% | -8%[57.1 µM] | -21%[11.4 µM] | 6%[57.1 µM] | -1
c1ccc(Cc2nn3c(C4COc5ccccc5O4)nnc3s2)cc1 (stereo not given) | -1% | 5% | 2% | -4% | -8% | -7% | -51% | -7% | -3
Cn1sccc1=O | -1% | 11% | 0% | -10% | ? | 0% | ? | 30% | -6
COc1ccc(OC)c(Nc2nc(-c3sc(N)nc3C)cs2)c1 | -5% | -1% | -5% | -2% | -23% | -12%[57.1 µM] | -16% | ? | 15
CCCCOC(=O)c1ccc(N/C(=N\S(=O)(=O)c2ccccc2)c2ccccc2)cc1 | 0% | -1% | -3% | -24% | -27% | 4%[57.1 µM] | -7% | 5%[57.1 µM] | -2
CCOc1ccc(-n2ccc(=O)c(C(=O)O)n2)cc1 | 2% | 1% | -9% | 8% | -4% | -5% | -13%[56.9 µM] | -6% | -2
COc1ccc(CNC(=O)CCCn2nc(C)c([N+](=O)[O-])c2C)cc1 | 0% | -4% | 4% | -17% | 1% | -5% | -23% | 7% | -13
CCOC(=O)c1c(C)[nH]c(C(=O)COC(=O)c2ccccn2)c1C | -3% | 0% | 1% | -8% | -19% | 2%[57.1 µM] | 13% | ? | 3
Cc1nnc(SC(C)C(=O)c2c[nH]c3ccccc23)n1C1CC1 (stereo not given) | 1% | -5% | 14% | -1% | -21% | . | . | . | -1
C/C(=N\NC(=O)c1cccc(S(=O)(=O)N2CCCC2)c1)c1ccccc1F | 4% | 2% | 19% | -3% | -22% | -5% | 7% | -3% | -6
COc1ccc(C)cc1Nc1nc2cc(Cl)c(Cl)cc2nc1-n1nc(C)cc1C | 0% | -4% | 12% | -3% | -15% | 1% | 16% | 9% | 1
CCOC(=O)N1CCN(C(=O)c2ccc3[nH]c(C)c(C)c3c2)CC1 | 4% | -7% | 0% | 1% | -21% | 2% | -9% | 11% | 0
COc1ccc(-c2csc(Nc3ccc(S(N)(=O)=O)cc3)n2)cc1OC | -19% | -4% | 0% | -5% | -18% | 6% | -17%[11.4 µM] | 24% | 5
CCC(=O)Nc1ccc(NC(=S)NC(=O)/C=C/c2ccco2)cc1 | -13% | -3% | 0% | -3% | -21% | -3% | -40% | ? | 0
